# RAD54 branch = RAD54 (human) branch migration inhibition; Q92698; RAD54 Holliday junction branch migration, FAM/BHQ fluorescence; inhibition, % at 10.4 µM; hit rate 0.14% among 360,000;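 active means mean normalized replicate activity at least 40 and at least half of replicates scoring 40 or more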;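 further: 0% = median of neutral control wells and 100% = median of positive control wells; inhibitors cause a drop in the FAM fluorescence signal; in these data hits start at about 50%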
# esBAF inh = blocks esBAF chromatin remodeling in mouse ES cells; reporter increase, % at 12.5 µM; AID 602393; Bmi1-luciferase knock-in reporter, 24 h; 100% = twice the neutral-well signal; hit rate 2% among 350,000; in the data active means activation above about 40%;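 further: 0% = median of the plate's neutral control wells and 100% = double that signal; a rise in the Bmi1 reporter signal indicates esBAF inhibition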
# ARNT TACC3 PPI = ARNT/TACC3 interaction disruption. hit rate 0.66% among 390,000. inhibition, % at 9.99 µM. AlphaScreen His-ARNT PAS-B/GST-TACC3 binding, luminescence; TACC3 fragment carries E629A point mutation. Q9Y6A5;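 active means mean inhibition of replicates at least 50% and at least half of replicates each reaching 50%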;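 further: 0% = complete ARNT plus TACC3 wells and 100% = ARNT alone without TACC3; many hits fall short of the cut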
# F508del corr = correctors of CFTR F508del function in bronchial epithelial cells; CFBE cells, YFP halide quenching; stimulated with forskolin plus potentiator P3; % fluorescence drop versus neutral controls; activity (quench increase), % at 7.58 µM; hit rate 0.36% among 350,000; AID 720511;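 active means mean added fluorescence quench of at least 8% versus neutral control, with both replicates also reaching 8%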;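 further: cells transiently co-express mutant CFTR-F508del with the halide-sensitive YFP; corrector assay measuring rescue of mutant channel to the surface after 24 h compound exposure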
# GSIS activator = GLuc luminescence reporter in INS-1E cells, primary screen for activators of glucose-dependent secretion of insulin. activation, % at 16.6 µM. AID 743287. hit rate 0.61% among 370,000. INS-1E GLuc reporter insulin secretion, 2-3 h;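 active means lowest replicate activation of at least 40%, so every replicate reaches that level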;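 further: 0% = median of neutral control wells and 100% = median of IBMX positive control wells; some compounds called inactive have numbers as strong as hits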
# RAD52 inh = RAD52 (human) annealing inhibition; P43351; recombinant RAD52 DNA annealing, FRET fluorescence; inhibition, % at 18.7 µM; hit rate 0.46% among 360,000; AID 651710;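 active means every replicate showing at least 50% inhibition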
# XiGFP reactiv = activators of X-chromosome reactivation in mouse fibroblasts; XiGFP mouse fibroblasts, % GFP-positive cells imaging, 3 d; cells co-treated with 5-aza-dC sensitizer; scaled so ellipticine positive control = 100%; activation, % at 7.58 µM; hit rate 0.055% among 360,000;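 active means mean normalized replicate activation at least 10% and every replicate at or above 10%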;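 further: 0% = median of on-plate neutral control wells and 100% = ellipticine 6 µM median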
#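 Material: SV40-immortalized XiGFP fibroblast cells, line 68-5-11 | Buffer or medium: DMEM containing 5-aza-dC | Dosing: One concentration, pinned | Times: 3 d treatment, 15 min room-temperature fixation | Controls: Ellipticine 6 µM positive control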
# ERAP1 inh = blocks human ERAP1 aminopeptidase activity; recombinant ERAP1, Leu-AMC fluorescence, 60 min; inhibition, % at 10.7 µM; hit rate 0.15% among 340,000; AID 652197;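 active means mean replicate inhibition of at least 30%, or all replicates individually reaching that 30% level; inactive means mean below 30% and not every replicate reaching it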;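 further: 0% = neutral control wells and 100% = L-leucinethiol positive control wells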
# Target sequence (Q9NZ08 whole entry, looked up): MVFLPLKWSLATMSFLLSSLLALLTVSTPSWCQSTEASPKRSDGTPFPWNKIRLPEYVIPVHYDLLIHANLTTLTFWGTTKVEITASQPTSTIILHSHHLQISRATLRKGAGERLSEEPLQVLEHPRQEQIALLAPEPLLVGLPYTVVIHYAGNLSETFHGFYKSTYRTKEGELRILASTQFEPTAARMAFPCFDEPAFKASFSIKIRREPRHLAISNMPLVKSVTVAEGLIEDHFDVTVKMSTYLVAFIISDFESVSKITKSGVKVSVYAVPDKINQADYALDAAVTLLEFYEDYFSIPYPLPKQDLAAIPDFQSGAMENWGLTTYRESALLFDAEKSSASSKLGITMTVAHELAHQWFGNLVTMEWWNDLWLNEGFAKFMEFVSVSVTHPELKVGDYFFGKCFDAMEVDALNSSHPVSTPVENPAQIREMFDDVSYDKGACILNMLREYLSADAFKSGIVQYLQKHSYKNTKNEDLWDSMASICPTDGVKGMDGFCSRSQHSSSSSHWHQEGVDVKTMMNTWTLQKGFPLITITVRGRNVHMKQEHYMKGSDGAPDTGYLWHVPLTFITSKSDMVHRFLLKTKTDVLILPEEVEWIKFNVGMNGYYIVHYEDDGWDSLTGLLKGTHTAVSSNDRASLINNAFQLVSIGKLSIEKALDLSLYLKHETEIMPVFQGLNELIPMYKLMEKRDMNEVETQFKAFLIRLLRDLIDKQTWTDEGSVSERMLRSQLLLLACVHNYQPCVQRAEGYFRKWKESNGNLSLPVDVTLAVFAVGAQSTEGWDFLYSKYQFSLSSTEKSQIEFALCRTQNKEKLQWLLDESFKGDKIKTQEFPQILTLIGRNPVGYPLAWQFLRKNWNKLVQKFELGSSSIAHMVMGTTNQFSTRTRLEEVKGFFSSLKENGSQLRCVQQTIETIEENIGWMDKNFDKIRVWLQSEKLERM
# Active calls of the source: *; x = not tested or not shown.
SMILES,RAD54 branch,esBAF inh,ARNT TACC3 PPI,F508del corr,GSIS activator,RAD52 inh,XiGFP reactiv,ERAP1 inh
CCn1c(=S)sc2c(=O)n(CC(=O)NC(C)CCc3ccccc3)c(C)nc21 (stereo not given),7,2,9,2.0,27,-37,0.1,0
Cc1nn(-c2ccccc2)c(N2CCCC2)c1/C=C1\N=C(c2ccc(OC(C)C)cc2)OC1=O,-15,4,23,x,-28,x,0.0,x
O=C(Nc1ncccn1)c1cccc(F)c1,3,5,10,-0.8,-3,3,0.1,-1
CSCCC(NC(=O)COc1ccccc1)C(=O)N1CC(C)OC(C)C1 (stereo not given),3,-2,-4,-0.9,10,-7,0.0,3
Cc1ccc(S(=O)(=O)CCc2nnc(N)s2)cc1C,5,0,-18,x,29,x,x,x
CCOC(=O)c1c(-c2ccc(C)o2)csc1NC(=S)NC(=O)c1cccs1,-4,7,-4,x,33,-26,0.0,1
NC(=O)CSc1nnc(-c2ccc(S(=O)(=O)N3CCCC3)cc2)o1,-7,5,-2,0.8,10,-9,x,-2
COc1ccc(C)cc1NC(=O)CSc1nnc2ccc(-c3ccncc3)nn12,2,x,-1,-2.8,-8,-7,0.0,0
COc1ccc(NS(=O)(=O)c2ccc(C)c(NC(=O)c3ccc(C)c(S(=O)(=O)N4CCOCC4)c3)c2)cc1,4,x,-5,-1.9,x,-7,0.0,-3
O=C(Nc1ccon1)c1ccc(F)c(S(=O)(=O)N2CCCCC2)c1,4,4,-4,2.3,2,0,0.5,0
O=C1CCCCN1CC(=O)N1CCCC(N2CCN(c3ccccc3F)CC2)C1 (stereo not given),0,0,-1,0.3,25,0,0.0,-1
O=C(Nc1nc(-c2ccccn2)cs1)c1ccc(-c2ccccc2F)o1,-6,36,44,2.2,6,-20,0.4,-1
O=C1N[C@@H](Cc2ccccc2)COC(=O)[C@@H](Cc2ccc(F)cc2)CC/C=C/C[C@H]1CC(=O)N(CCO)Cc1ccccc1,4,-62,0,-0.8,-36,-9,-0.4,x
Cc1ccc2cc(C)c3nnc(SCC(=O)c4cccs4)n3c2c1C,x,x,27,x,-4,-13,0.4,-2
O=C1C=C(c2ccc(OC(F)(F)F)cc2)C[C@@H](c2ccc(Cl)cc2)C1,7,9,13,2.0,-6,-12,0.0,-2
CCCCn1c(=O)[nH]c(=O)c2c1nc(-c1ccc(C(F)(F)F)cc1)n2C,-6,-4,-8,0.0,2,-18,0.1,4
CSc1ccccc1OCc1cc(C(=O)N(C)C(C)c2nc(C)cs2)no1 (stereo not given),-7,x,11,1.3,-20,0,0.0,1
O=C(NCC1CCCO1)c1ccc(NC(=O)c2cccc(Br)c2)cc1 (stereo not given),0,5,-4,0.9,-3,-12,0.0,-4
CN(C)CC#Cc1ccc([C@H]2[C@@H](CO)N3C(=O)CN(C(=O)c4ccc(F)cc4)C[C@H]23)cc1,x,x,x,-1.2,8,-1,0.1,1
O=C(NC1CC1)C1=C[C@H](c2c[nH]c3ccccc23)C[C@H](OCc2ccc(CO)cc2)O1,-1,15,3,-0.5,-6,-8,0.1,4

# Of the compounds above, 7 have two or more sulfur atoms.
SMILES,RAD54 branch,esBAF inh,ARNT TACC3 PPI,F508del corr,GSIS activator,RAD52 inh,XiGFP reactiv,ERAP1 inh
CCn1c(=S)sc2c(=O)n(CC(=O)NC(C)CCc3ccccc3)c(C)nc21 (stereo not given),7,2,9,2.0,27,-37,0.1,0
Cc1ccc(S(=O)(=O)CCc2nnc(N)s2)cc1C,5,0,-18,x,29,x,x,x
CCOC(=O)c1c(-c2ccc(C)o2)csc1NC(=S)NC(=O)c1cccs1,-4,7,-4,x,33,-26,0.0,1
NC(=O)CSc1nnc(-c2ccc(S(=O)(=O)N3CCCC3)cc2)o1,-7,5,-2,0.8,10,-9,x,-2
COc1ccc(NS(=O)(=O)c2ccc(C)c(NC(=O)c3ccc(C)c(S(=O)(=O)N4CCOCC4)c3)c2)cc1,4,x,-5,-1.9,x,-7,0.0,-3
Cc1ccc2cc(C)c3nnc(SCC(=O)c4cccs4)n3c2c1C,x,x,27,x,-4,-13,0.4,-2
CSc1ccccc1OCc1cc(C(=O)N(C)C(C)c2nc(C)cs2)no1 (stereo not given),-7,x,11,1.3,-20,0,0.0,1

# The list goes on:
SMILES,RAD54 branch,esBAF inh,ARNT TACC3 PPI,F508del corr,GSIS activator,RAD52 inh,XiGFP reactiv,ERAP1 inh
COc1ccc(C2(CNC(C)=O)CCOCC2)cc1OC,-11,-4,-5,-3.0,17,-2,0.0,2
CCn1cc(C=O)c2cc(S(=O)(=O)N3CCOCC3)ccc21,x,x,26,0.9,7,-8,0.1,-1
Cc1nnc2sc(SCc3cccc(Cl)c3)nn2c1=O,-14,9,3,-0.7,17,-21,0.1,-2
CN1C(=O)c2cc(NC(=O)Cc3ccccc3)ccc2OC[C@H]2O[C@H](CC(=O)NC3CCC3)CC[C@@H]21,-3,-2,-6,-0.4,6,-1,0.0,3
COc1ccc(-c2cn(CCC(=O)NCc3ccc(C)cc3)c(CCN)n2)cc1,5,3,4,-0.7,-22,-228,-0.1,x
O=C(NCC(=O)N(c1cccc(F)c1)C(C(=O)NC1CCCC1)c1cccnc1)c1ccco1 (stereo not given),7,-4,x,0.0,-5,-4,0.3,2
Cc1ccc(COc2ccc(C)nc2[N+](=O)[O-])cc1,-8,x,-9,2.8,-4,-25,0.2,2
C[C@H]1CN([C@@H](C)CO)C(=O)c2cc(C3=CCCCC3)cnc2O[C@H]1CN(C)C(=O)c1ccc(F)cc1,7,4,-1,0.2,-4,-2,0.0,3
COc1cccc(C(=O)NC2CCN(CC(=O)NCc3ccccc3F)CC2)c1,x,-2,-3,-1.3,-8,-14,-0.1,-3
CCCCN1CC(COCc2ccccc2)Oc2cccc(OCc3ccc(OC)cc3)c2S1(=O)=O (stereo not given),-4,0,x,4.1,-18,0,0.1,x
CCCNC(=O)C[C@@H]1CC[C@H]2[C@@H](COc3ccc(NC(=O)Nc4cccc(C)c4)cc3C(=O)N2C)O1,0,2,0,0.8,-1,0,0.2,1
CSCCC(NC(=O)c1ccccc1Cl)C(=O)N1CCC1 (stereo not given),x,-5,-4,-0.7,2,-10,0.2,0
Cc1cccc(-c2ccc([C@H]3[C@@H](CO)N4CCCCN(S(=O)(=O)c5ccccc5C)C[C@H]34)cc2)c1,9,x,-8,-2.6,-5,-41,0.1,1
O=[N+]([O-])c1cccnc1NCCc1ccccc1,-6,73*,-11,-1.0,-4,-31,0.0,-3
CCOc1ccc(C(=O)CCC(=O)N(CC)CC(=O)Nc2c(F)cccc2F)cc1,-2,29,-21,1.3,-12,-51,0.1,-1
CC1CCN(C(=O)CC2C(=O)Nc3c2c(=O)n(C)c(=O)n3Cc2ccccc2)CC1 (stereo not given),-3,4,-20,0.1,-3,-16,x,1
Nc1c(C(=O)NCCc2ccccc2)sc2nc(N3CCOCC3)c3c(c12)CCCC3,7,5,-8,1.6,-1,-19,-0.1,x
CCN1C(=O)CC(NNC(=O)c2ccccc2)C1=O (stereo not given),x,x,-3,0.1,17,-2,0.1,4
Cc1cc(Br)c(NC(=O)CN2CCCC2)c(Br)c1,-3,15,0,-1.1,-1,-10,0.0,-5
CCOc1ccccc1-c1cncc(NC)n1,3,3,x,0.1,0,-24,-0.2,-15
Cc1ccc(S(=O)(=O)N2CC3=C(c4ccccc4)CC4(C)C(=O)C(C)(C)CC4=C3C2)cc1 (stereo not given),x,x,x,0.8,-33,-31,0.1,1
Cc1ccc(NC(=O)CS(=O)CC(=O)Nc2ccc(N3CCOCC3)cc2)cc1Cl (stereo not given),2,14,-1,x,-19,x,x,x
COCC#Cc1cnc2c(c1)C(=O)N([C@H](C)CO)C[C@H](C)[C@H](CN(C)Cc1ccc(-c3ccccc3)cc1)O2,x,-4,x,-3.9,-25,x,-0.6,x
O=C(O)c1ccc(S(=O)(=O)N2CCC(n3nnc4cc(C(F)(F)F)ccc43)CC2)cc1,-9,-7,-3,0.1,2,-3,-0.1,-3
C[C@H](CO)N1C[C@H](C)[C@@H](CN(C)C)Oc2cc(-c3ccc(C(=O)N(C)C)cc3)ccc2S1(=O)=O,1,0,-2,1.5,-4,-15,-0.7,2
Cc1coc2cc3oc(=O)c(CCC(=O)N4CCC(C(=O)O)(c5ccccc5)CC4)c(C)c3cc12,5,1,-2,1.0,-4,-8,x,-4
COc1ccc(-c2nc3c4c(ncn3n2)-c2ccccc2CC42CCCC2)cc1,4,-1,-2,2.9,2,-17,0.0,2
O=C(C[C@@H]1C/C=C\CCC(=O)OC[C@@H]2CCCN2C1=O)NCCO,-1,-2,-22,-2.7,2,-9,-0.4,x
CCCNC(=O)N(C)C[C@@H]1Oc2ncc(C3=CCCC3)cc2C(=O)N([C@H](C)CO)C[C@H]1C,-1,31,7,1.4,-4,8,-0.8,-2
c1ccc(COCc2ccccc2)cc1,x,x,x,2.6,-5,-7,x,2
CCNC(=O)C[C@@H]1CC[C@H]2[C@@H](COc3ccc(NC(=O)Cc4ccccc4)cc3C(=O)N2C)O1,13,1,-15,2.8,1,3,-0.1,-3
C[C@H](CO)N1C[C@H](C)[C@@H](CN(C)Cc2ccccc2)Oc2cc(C#Cc3ccccn3)ccc2S1(=O)=O,15,0,-9,1.0,5,-43,0.2,-1
C/C=C/c1ccc2c(c1)O[C@@H](CN(C)Cc1ccc(C(=O)O)cc1)[C@H](C)CN([C@H](C)CO)S2(=O)=O,-6,1,-8,0.7,22,-9,-0.2,2
CCC(C(=O)Nc1ccc(S(=O)(=O)N2CCN(C)CC2)cc1)c1ccccc1 (stereo not given),-2,0,1,1.2,3,7,-0.1,2
COc1ccc(C(=O)n2nc(-c3ccco3)nc2SC)cc1OC,9,x,x,x,15,-28,x,7
O=C(/C=C/c1cccc(F)c1)OCC(=O)N1CCc2ccccc21,2,-2,-8,0.1,-6,-9,0.0,1
CCCc1cc(=O)c2ccc(OCC(C)=O)cc2o1,-5,-7,23,-0.4,x,-16,0.0,-1
COc1cc(/C=N/NC(=O)c2cc(C)oc2C)ccc1OCc1ccccc1,8,33,0,0.9,-7,-8,0.0,-4
CCOCC(=O)Nc1c(C(=O)N2CCN(c3ncccn3)CC2)oc2ccccc12,-1,-9,6,0.0,-2,-34,0.0,0
CC1=C(C(=O)N2CCOCC2)C(c2ccccc2F)NC(=O)N1 (stereo not given),x,1,-6,-1.6,-3,-29,0.0,-1
COc1ccccc1N1CCN(Cc2cc(=O)c(OCC(=O)Nc3ccccc3)co2)CC1,-9,8,-12,-4.3,3,-10,0.2,2
COc1ccccc1CCc1nnc(CCC(=O)N(C)Cc2ccncc2C)o1,x,x,x,-2.1,-3,-9,0.0,-4
O=c1[nH]c2ccc(NS(=O)(=O)c3ccc(F)c(Cl)c3)cc2[nH]1,-8,-2,-31,0.8,12,-16,0.3,-1

# Structures shown so far with a nitro group on carbon, in the order listed:
SMILES,RAD54 branch,esBAF inh,ARNT TACC3 PPI,F508del corr,GSIS activator,RAD52 inh,XiGFP reactiv,ERAP1 inh
Cc1ccc(COc2ccc(C)nc2[N+](=O)[O-])cc1,-8,x,-9,2.8,-4,-25,0.2,2
O=[N+]([O-])c1cccnc1NCCc1ccccc1,-6,73*,-11,-1.0,-4,-31,0.0,-3

# Bioassay records: PubChem BioAssay, Broad Institute
